FAS TE block: blocks the thioesterase domain of human fatty acid synthase | P49327 | inhibition, % at 15 µM | 0.67% of 360,000 active | recombinant FAS-TE, OMFH fluorogenic substrate, fluorescence endpoint;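 active = compounds whose normalised, plate-corrected inhibition of enzyme fluorescence in the single-dose primary screen is 50% or more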;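 note: 0% = DMSO with enzyme and 100% = substrate without enzyme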
MT1-MMP act inh: MT1-MMP (human) activation inhibition; GFP/RFP ratio change, % at 20 µM; HT1080 RFP-PRO-GFP cells, GFP/RFP ratio fluorescence, overnight; percent of plate control window, DMSO zero; 0.061% of 360,000 active; P50281;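 active = GFP/RFP ratio change of at least 30% with cell ATP level not reduced by more than half and red fluorescence within 50% of control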; note: strong numbers were not always called active
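Assay system: HT1080 RFP-PRO-GFP cells. Benchmarks: DMSO vehicle wells and RFP-L50D-GFP reporter cell wells. Times: overnight cell settling, then overnight compound exposure, 37 °C, 5% CO2. Compound: 20 µM single dose, 1% DMSO. Read-out basis: GFP/RFP fluorescence ratio.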
NRP1-CendR mod: modulators of CendR peptide binding to human neuropilin-1. O14786. FAM-RPARPAR peptide binding to NRP-1, fluorescence polarization. inhibition, % at 25 µM. 0.85% of 360,000 active. AID 602438;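 active = inhibition or corrected inhibition above about 18%, plus a signal ratio from 0.5 to 1.5, limit read from the data, passing the limit was not always enough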; note: strong numbers were not always called active
SKN-1 inh: blocks SKN-1 activity in C. elegans; C. elegans VP596 Pgst-4::GFP/RFP ratio, acrylamide-induced, 24 h; inhibition, % at 21.8 µM; 0.49% of 360,000 active;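 active = interference check ratio from 0.5 to 1.5 plus GFP to RFP signal ratio inhibition reaching or exceeding a fixed threshold, cut at about 30% in these data, passing the limit was not always enough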; note: some compounds called inactive have numbers as strong as hits
MLLE-PAM2 inh: inhibitors of microRNA-mediated deadenylation, human PABP1 MLLE binding | GST-MLLE / FITC-PAM2 fluorescence polarization | inhibition, % at 20 µM | 0.36% of 360,000 active | AID 588489; in the data active = inhibition above about 35%, passing the limit was not always enough;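 note: plate controls were DMSO wells with GST-MLLE for no effect and wells lacking GST-MLLE protein for full effect; some results filed as inactive read as strong as hits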
bovine MsrA act: activates bovine MsrA enzyme; purified bovine MsrA, absorbance read-out; 0.3% of 360,000 active; activation, % at 10.6 µM; in the data active = activation above about 7.5%;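 note: 0% = vehicle and 100% = reference activator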
MsrA inhibitor: bovine MsrA inhibition. 0.75% of 360,000 active. inhibition, % at 15.5 µM. purified bovine MsrA, absorbance read-out; in the data active = inhibition above about 4.5%;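 note: 0% = vehicle wells with enzyme and 100% = reference inhibitor wells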
E coli Lon inh: E. coli protease La inhibition | P0A9M0 | purified E. coli Lon protease, fluorescence polarization | inhibition, % at 7.94 µM | 0.42% of 360,000 active | AID 602123; in the data active = inhibition above about 13%, passing the limit was not always enough;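 note: 0% = enzyme with probe and DMSO and 100% = no enzyme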
TbMetRS inhib: blocks T. brucei methionyl-tRNA synthetase activity. 0.4% of 360,000 active. purified T. brucei MetRS, ATP depletion, Kinase-Glo luminescence. inhibition, % at 11.9 µM;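 active = inhibition above a per-plate cutoff of the control wells' mean inhibition plus 3 SD, cut at about 5.5% in these data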;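 note: 0% = DMSO wells median and 100% = median of wells with control inhibitor compound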
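System: purified T. brucei MetRS enzyme / Detection: Kinase-Glo luciferase luminescence reporting remaining unconsumed ATP / Medium: HEPES buffer with MgCl2, KCl, DTT, spermine, BSA, pyrophosphatase / Replication: singlicate, one well per compound / Evaluation: percent inhibition relative to median high and low control wells / Schedule: 2 h aminoacylation at 25 °C after 15 min preincubation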
Numbers without * were called inactive; . = no result given.

SMILES | FAS TE block | MT1-MMP act inh | NRP1-CendR mod | SKN-1 inh | MLLE-PAM2 inh | bovine MsrA act | MsrA inhibitor | E coli Lon inh | TbMetRS inhib
CCC(C)(C)NC(=O)c1cc(S(=O)(=O)N2CCCCC2)ccc1N1CCOCC1 | -5.8 | -0.6 | 4.6 | 3.9 | 4.8 | -7.1 | 0.8 | 0.9 | -1.5
CCCN(C(=O)C1CC(=O)N(c2ccccc2C(C)CC)C1)C1CCS(=O)(=O)C1 (stereo unspecified) | -5.9 | -2.8 | -7.6 | 1.7 | -54.0 | -3.5 | -1.6 | -0.2 | -0.1
O=C(CCc1ccccc1)NNC(=O)c1ccc(Br)cc1 | -1.4 | -2.4 | 5.3 | 3.6 | 5.5 | -10.4 | -0.5 | -1.3 | -0.6
COC(=O)c1cc(C#N)c(Oc2ccccc2OC)nc1C | -2.4 | 3.8 | -2.7 | -2.9 | 4.9 | -1.8 | 0.1 | 11.9 | -1.1
CCOC(=O)C1(CCCc2ccccc2)CCN(C(=O)CN2C(=O)CSC2=O)CC1 | 4.9 | -3.7 | 10.0 | -4.7 | -0.5 | -0.7 | 1.4 | -12.8 | -1.6
CCN(CC)S(=O)(=O)c1ccc(F)c(C(=O)NCCC(C)C)c1 | 1.6 | 4.6 | 9.7 | -18.2 | -2.8 | -11.6 | -1.1 | -1.1 | -1.8
O=C(Nc1nc(-c2ccc(Cl)s2)cs1)c1ccncc1 | -1.0 | -0.2 | -0.4 | 2.8 | 1.0 | -4.3 | 0.7 | -3.7 | -0.3
COc1ccc(CNC(=O)C2CCN(S(=O)(=O)c3ccc4c(c3)CC(C)N4C(=O)C3CC3)CC2)cc1 (stereo unspecified) | -0.3 | 3.9 | 5.1 | 13.9 | -3.1 | -3.7 | -0.1 | -5.7 | 0.6
Fc1ccc(-c2cc(C(F)(F)F)nc(NCC3CCCO3)n2)cc1 (stereo unspecified) | 15.2 | 0.5 | -1.9 | 22.1 | -8.6 | 1.2 | 0.3 | 0.1 | -0.4
COC(=O)c1cc(C(=O)OCC(=O)NC2CCCCCCC2)cc([N+](=O)[O-])c1 | 69.9* | -3.2 | -4.1 | 2.9 | 1.8 | -5.7 | 0.4 | -3.6 | -0.3
O=C(CCNc1ccc(F)cc1)c1cccc([N+](=O)[O-])c1 | 31.7 | -2.3 | 4.8 | 14.0 | 22.5 | 2.8 | -0.1 | 1.8 | -0.3
C=CCNC(=S)NNC(=O)c1ccc(OCCCC)cc1 | -5.0 | -1.8 | 10.5 | -2.7 | -7.9 | -9.4 | 0.3 | -9.4 | -1.1
CC(=O)N(C)/C=C1\Sc2ccccc2C1=O | -6.2 | 3.4 | -8.3 | 7.8 | 28.2 | -3.5 | 0.4 | -13.1 | -0.2
CCOC(=O)CNC(=O)CSc1nnc(-c2ccccc2)n1Cc1ccco1 | -2.0 | 4.8 | -5.1 | 2.4 | -56.3 | -2.6 | -0.2 | -7.5 | -0.9
COc1cc(OC)cc(C(=O)NC(=S)Nc2cccnc2)c1 | -2.7 | 2.2 | -0.6 | -2.5 | 32.8 | -2.3 | 0.3 | -2.6 | 1.2
O=C(NCC(c1ccco1)N1CCN(c2ccc(F)cc2)CC1)C(=O)NC1CC1 (stereo unspecified) | -3.2 | 1.7 | 8.1 | 9.4 | -4.5 | -4.2 | 0.4 | -6.4 | -0.5
O=C(Nc1ccc(N2CCOCC2)c(Cl)c1)c1ccc2c(c1)OCCO2 | 4.2 | 6.9 | 12.2 | -0.4 | 5.6 | -5.9 | 0.8 | -9.2 | -0.9
O=C(Nc1ccc2c(c1)OCCO2)C(C1CC1)n1c(=O)c(-c2ccccc2)nc2ccccc21 (stereo unspecified) | . | -8.6 | -5.6 | 6.4 | . | . | 3.5 | . | -0.9
N#CCC(=O)Nc1ccc(C(=O)OCc2ccccc2Oc2ccccc2)cc1 | 27.8 | -6.1 | -2.3 | 9.2 | 9.2 | -3.1 | 0.6 | 3.2 | -0.2
CC1(C)OC(C)(C)/C(=C/Nc2ccccc2)C1=O | -9.0 | 0.1 | 4.1 | 5.1 | -1.2 | -4.8 | 3.6 | 3.9 | -0.5
O=C(Cc1ccc(Br)cc1)Nc1ncc([N+](=O)[O-])s1 | 13.5 | 6.0 | -10.4 | 3.9 | 10.1 | -1.0 | 1.2 | 0.8 | 1.3
Cc1csc(Nc2nc(N)c(C(=O)Nc3ccccc3)o2)n1 | -0.6 | 4.0 | -8.7 | 14.6 | -6.4 | -4.2 | 5.7* | -5.8 | -0.2
CC(=O)Nc1ccc(OS(=O)(=O)c2ccccc2C)cc1 | 1.2 | 3.1 | -7.1 | -0.6 | 9.3 | -3.1 | 1.0 | -1.4 | 0.0
Cc1ccccc1NC(=S)NCCc1ccccn1 | -8.7 | 6.2 | -2.8 | -6.9 | 18.3 | -12.5 | 0.7 | 5.3 | -0.7
Cc1ccc(COc2ccc(S(=O)(=O)N3CCCC3)cc2C(N)=O)cc1 | -4.5 | -5.4 | -2.5 | -22.0 | 2.4 | -3.0 | -0.1 | 10.1 | -0.8
Cc1cc(C)n(C(=O)COc2c(C)cccc2C)n1 | -5.8 | 7.0 | 9.0 | 9.6 | -2.3 | -5.1 | -0.4 | -10.4 | -0.1
O=C(Nc1nc(-c2ccccn2)cs1)c1cc(Cl)ccc1[N+](=O)[O-] | 11.7 | 11.1 | 4.5 | 3.0 | 29.5 | 2.3 | 0.3 | 1.4 | -0.9
CC1CCN(S(=O)(=O)N2CCC(C(=O)NC(C)c3ccccc3)CC2)CC1 (stereo unspecified) | -5.3 | 2.9 | 6.2 | 9.0 | -3.6 | -1.6 | 0.0 | -3.3 | -0.1
CC(C)(C)c1cc(C(=O)NNC(=O)c2ccc(Cl)cc2)no1 | -2.2 | -0.5 | -8.5 | -3.8 | 7.7 | -2.1 | -0.2 | 3.0 | 2.0
O=C(COC(=O)CC1CCCCC1)Nc1c(Cl)cccc1Cl | 4.3 | 1.8 | 12.9 | 18.6 | -9.9 | -2.3 | 0.0 | -5.2 | -0.2

Not a retest: entries from further up.
SMILES | FAS TE block | MT1-MMP act inh | NRP1-CendR mod | SKN-1 inh | MLLE-PAM2 inh | bovine MsrA act | MsrA inhibitor | E coli Lon inh | TbMetRS inhib
CC1CCN(S(=O)(=O)N2CCC(C(=O)NC(C)c3ccccc3)CC2)CC1 (stereo unspecified) | -5.3 | 2.9 | 6.2 | 9.0 | -3.6 | -1.6 | 0.0 | -3.3 | -0.1
CC(C)(C)c1cc(C(=O)NNC(=O)c2ccc(Cl)cc2)no1 | -2.2 | -0.5 | -8.5 | -3.8 | 7.7 | -2.1 | -0.2 | 3.0 | 2.0

Following part:
SMILES | FAS TE block | MT1-MMP act inh | NRP1-CendR mod | SKN-1 inh | MLLE-PAM2 inh | bovine MsrA act | MsrA inhibitor | E coli Lon inh | TbMetRS inhib
COc1ccc2c(c1)OC[C@H]1[C@@H]2N2C(=O)[C@@H](C)NC(=O)[C@@]2(C)[C@H]1c1ccccc1 | -7.8 | -2.9 | 4.6 | 10.8 | 9.9 | -2.0 | 0.0 | 0.3 | -0.3
O=C(c1ccco1)N1CCN(c2cc(=O)n(C3CCCCC3)c(=O)[nH]2)CC1 | -4.0 | 2.0 | 9.1 | -14.1 | -0.6 | -2.5 | 0.2 | -20.0 | -0.2
COc1ccc2c(C)c(CCC(=O)NC3CC3)c(=O)oc2c1 | -5.9 | 9.9 | -1.8 | 9.4 | 5.7 | -3.7 | 2.5 | -6.1 | 0.4
Cc1ccc(S(=O)(=O)N/N=C2\C(=O)C3(C)CCC2C3(C)C)cc1 (stereo unspecified) | 0.1 | 0.7 | -6.5 | 0.9 | 8.2 | -9.6 | -1.7 | 2.7 | -0.1
CCOc1cccc(N(C(=O)Cc2cccs2)C(C(=O)NC2CCCCC2)c2cccn2C)c1 (stereo unspecified) | 23.8 | -28.2 | -3.8 | 9.7 | -14.1 | -0.7 | 0.6 | 0.1 | -0.2
CC(C)CC(NC(N)=O)C(=O)OCC(=O)N(Cc1ccccc1)Cc1ccccc1 (stereo unspecified) | 22.6 | 0.8 | 0.7 | 7.2 | 14.7 | -3.5 | -0.6 | -1.2 | -0.2
COC(=O)CC1C(=O)NCCN1C(=O)OC(C)(C)C (stereo unspecified) | -3.8 | -2.6 | 14.2 | 0.4 | -0.2 | -2.6 | -0.1 | -9.6 | -0.2
Cc1cc(N2CCN(C(C(=O)NC3CCCC3)c3ccco3)CC2)c2ccccc2n1 (stereo unspecified) | . | 0.5 | -5.0 | -1.4 | . | . | 1.1 | . | -0.1
CC(NCC(=O)Nc1cc(S(=O)(=O)N2CCCCCC2)ccc1Cl)c1ccccc1 (stereo unspecified) | 27.6 | -9.2 | 6.1 | -9.4 | 3.8 | 1.1 | -0.3 | -5.5 | -0.3
CCOc1c(Br)cc(C(=O)NCCCn2ccnc2)cc1OC | -5.9 | 3.7 | 4.9 | -17.3 | -14.8 | -2.9 | 3.2 | -3.2 | -0.4
O=C(Nc1ccccc1)Nc1ccc(Br)cc1F | 0.2 | -10.0 | 8.3 | 16.9 | 11.9 | -2.8 | 0.7 | -10.9 | -0.5
Cn1c(=O)c2c(nc(CN3CCN(c4ccccc4F)CC3)n2CCN2CCOCC2)n(C)c1=O | 2.7 | -0.5 | 4.8 | -2.5 | 0.9 | -2.1 | 0.2 | 1.5 | -0.8
Cn1c(C(=O)NCCc2ccccc2)cc(=O)n(C)c1=O | -4.4 | 1.8 | 6.1 | -6.6 | 17.8 | -1.1 | -0.7 | 0.7 | -0.5
COc1ccc(NC(=O)C2CCCN(S(C)(=O)=O)C2)cc1 (stereo unspecified) | -7.0 | 0.9 | 5.8 | 12.2 | -7.7 | -1.6 | 0.0 | 2.5 | -0.6
COc1cccc(OCC(=O)NNC(=O)C(=O)Nc2ccc(OC)cc2OC)c1 | -2.4 | 0.2 | 11.7 | -3.5 | 1.9 | -1.5 | -0.3 | 0.4 | -0.2
CCOC(=O)Cn1cnc2sc(C(=O)OC)c(C)c2c1=O | -6.8 | 0.8 | -5.2 | -6.3 | 6.7 | 3.0 | 0.4 | -0.3 | -0.4
CC(C)c1ccc2c(c1)c(SC(C)(C)C)c(CC(C)(C)C(=O)O)n2Cc1ccc(Cl)cc1 | 80.4* | -2.0 | -23.2 | 41.6 | 1.2 | -2.3 | -1.1 | -4.1 | -0.3
COc1ccc(C(=O)Nc2cccc3c2CCCC3)cc1 | 6.2 | 1.3 | -3.5 | -10.8 | -0.9 | 2.7 | 0.2 | -3.8 | -0.3
CC(=O)n1c(C=Nc2ccccc2)c(O)c2ccccc21 | 7.3 | -6.5 | -37.5 | 5.0 | -49.3 | -2.5 | 0.3 | 4.5 | -0.2
CC1CCN(C(=O)CSc2nnc(-c3ccccc3F)o2)CC1 | 0.6 | 3.0 | 1.9 | -6.9 | 4.9 | -2.8 | 1.4 | -5.5 | 0.0
CCC(CO)Oc1cc(NCc2cccc(C)c2)c2ncn(C(C)C)c2c1 (stereo unspecified) | -6.8 | 2.4 | -3.6 | 6.9 | 15.4 | -0.8 | -1.8 | 23.8 | 0.3
NC(=O)c1ccc(NC(=O)CCc2nc3sc4c(c3c(=O)[nH]2)CCCC4)cc1 | -4.6 | 0.4 | -15.8 | 14.4 | -2.0 | -0.9 | -1.0 | -34.4 | -0.4

Source: PubChem BioAssay (several laboratories)
